Source: PubChem (several laboratories)
SR-BI DiI-HDL act: activators of SR-BI mediated DiI-HDL uptake, primary screen, ldlA[mSR-BI] CHO cells, DiI fluorescence; actives 0.096% (n = 320,000); 3 h; 100 = double the neutral-control signal; activation, % at 12.5 µM;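 active means mean replicate activation of at least 60% and every replicate at or above 60%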;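 further: 0% = median plate neutral-control signal and 100% = twice that signal; values of inactives mirror those of a sister screen read the other way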
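material = CHO ldlA[mSR-BI] cells | medium = Ham's F12 with 0.5% BSA, HEPES 25 mM, pH 7.4 | reagent = fluorescent DiI-HDL, 10 µg/mL final | compound dosing = single-point compound dose | incubation = 3 h, 37 °C | measured by = bottom-read fluorescence, 550/595 nm | measure = HDL uptake via cellular fluorescence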
Tat transport: E. coli Tat export inhibitors, primary screen, MC4100, TorA-mCherry reporter, fluorescence, single point | inhibition, % at 10 µM | actives 0.036% (n = 340,000) | AID 488895, 2010;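 active means mean replicate inhibition at least 50% and at least half of replicates individually reaching 50%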;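 further: exported cargo escapes ClpAP degradation while cytoplasmic cargo is degraded and loses fluorescence; 0% = median of neutral control wells and 100% = median of NaSCN control wells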
phage Ecoli inh: growth loss of phage-infected E. coli, primary screen, RecBCD inhibitor project, absorbance, with phage, HTS. AID 651602, 2012. actives 0.26% (n = 360,000). inhibition, % at 11.9 µM; in the data active means inhibition above about 11%
CAL PDZ FP-1: untagged CAL PDZ binding inhibitors, primary screen, biochemical, fluorescence polarization, HTS; Golgi-associated PDZ and coiled-coil motif-containing protein (Homo sapiens), Q9HD26; purified CAL PDZ, TMR-peptide fluorescence polarization, 1 h; inhibition, % at 24.9 µM; actives 0.92% (n = 300,000); AID 602252, 2012;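 active means mean inhibition of at least 30% with at least half of replicates also reaching 30%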;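 further: 0% = DMSO neutral control and 100% = excess unlabeled competitor peptide PRC23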
Wnt bcat act: Wnt/beta-catenin pathway activators, primary screen, cell-based, plate reader, single point. Wnt/beta-catenin reporter cell assay, activator. activation, % at 9.35 µM. actives 1.2% (n = 300,000); in the data active means activation above about 30%, passing the limit was not always enough;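 further: 0% = neutral control wells and 100% = positive control wells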
MITF act: activators of MITF-driven TRPM1 promoter reporter, primary screen, cell-based, SK-MEL-5, luciferase, single point | AID 588334, 2011 | actives 0.75% (n = 300,000) | SK-MEL-5 TRPM1-promoter luciferase, 24 h; % of positive control, neutral wells = 0 | activation, % at 12.5 µM;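 active means mean activation of at least 80% with every replicate also reaching 80%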;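 further: 0% = neutral control wells and 100% = parthenolide positive control wells; values of inactives mirror those of a sister screen read the other way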
E coli growth: E. coli V3065 growth inhibition, primary screen, counter-screen for AddAB inhibitor project, absorbance, OD600. actives 0.27% (n = 330,000). AID 449728, 2010. 18 h. inhibition, % at 11.9 µM;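 active means inhibition above the campaign's mean inhibition across all tested compounds plus 3 SD, cut at about 9.9% in these data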;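 further: uninfected addAB+ strain grown without phage in ampicillin broth; 0% = DMSO wells and 100% = ciprofloxacin 0.95 µg/ml wells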
SR-BI DiI inh: inhibitors of SR-BI mediated HDL lipid uptake, primary screen, ldlA[mSR-BI] cells, fluorescence, single point | Scavenger receptor class B member 1 (Mus musculus), Q61009 | ldlA[mSR-BI] CHO cells, DiI-HDL uptake fluorescence, 3 h | inhibition, % at 12.5 µM | actives 0.96% (n = 320,000) | AID 488896, 2010;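 active means mean replicate inhibition of at least 70% and a set share of replicates each scoring 70 or more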;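 further: 0% = median of neutral control wells and 100% = median of positive control wells; values of inactives mirror those of a sister screen read the other way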
Target sequence (Q61009 whole entry, looked up): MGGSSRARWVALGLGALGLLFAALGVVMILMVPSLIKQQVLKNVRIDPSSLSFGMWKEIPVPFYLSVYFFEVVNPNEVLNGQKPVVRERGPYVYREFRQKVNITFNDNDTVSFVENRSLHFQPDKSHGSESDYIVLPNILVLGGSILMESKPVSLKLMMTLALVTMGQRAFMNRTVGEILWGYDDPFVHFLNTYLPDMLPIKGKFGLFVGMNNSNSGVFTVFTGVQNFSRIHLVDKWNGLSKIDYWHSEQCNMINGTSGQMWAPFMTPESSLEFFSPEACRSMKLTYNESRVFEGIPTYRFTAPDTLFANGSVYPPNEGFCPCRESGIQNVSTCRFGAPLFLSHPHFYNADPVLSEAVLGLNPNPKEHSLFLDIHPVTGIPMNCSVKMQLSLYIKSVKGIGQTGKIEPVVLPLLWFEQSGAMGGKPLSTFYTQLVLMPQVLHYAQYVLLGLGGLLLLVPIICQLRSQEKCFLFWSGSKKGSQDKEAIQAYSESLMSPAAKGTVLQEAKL
AddAB inh: growth inhibition of E. coli expressing H. pylori AddAB, primary screen, AddAB inhibitor project, absorbance | actives 0.29% (n = 330,000) | inhibition, % at 11.9 µM; in the data active means inhibition above about 12%;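 further: 0% = vehicle wells of infected cells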
CAL PDZ FP-2: CAL PDZ peptide-binding inhibitors, primary screen, biochemical, fluorescence polarization, Cer-tagged CAL PDZ, HTS | AID 504414, 2011 | Golgi-associated PDZ and coiled-coil motif-containing protein (Homo sapiens), Q9HD26 | inhibition, % at 20 µM | purified CAL PDZ, TMR-peptide fluorescence polarization, 1 h | actives 0.02% (n = 330,000);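 active means highest replicate inhibition of at least 40%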;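 further: plate controls were DMSO neutral control wells for no effect and unlabeled competitor peptide control wells for full effect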
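material = purified tagged CAL PDZ domain construct (CerCALP) | buffer or medium = sodium phosphate/NaCl buffer pH 7.4 with TCEP, IgG, Thesit | reagent = TMR-labelled reporter peptide T*-PRC34 bound in PDZ groove | incubation = 1 h room-temperature incubation prior to read | measured by = fluorescence polarization (mP) | evaluation = percent inhibition from loss of millipolarization | control set = unlabelled peptide and DMSO controls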
Numbers without * were called inactive; · = not tested or not shown.

SMILES	SR-BI DiI-HDL act	Tat transport	phage Ecoli inh	CAL PDZ FP-1	Wnt bcat act	MITF act	E coli growth	SR-BI DiI inh	AddAB inh	CAL PDZ FP-2
Cc1ccc(Cl)cc1N1CCN(C(=O)C2CCN(S(C)(=O)=O)CC2)CC1	-37	0	3.3	-2	-3	0	-0.4	37	-1.1	0.3
CC(C)(C)C(=O)Nc1nc(C2CCCN2S(=O)(=O)c2ccc(Cl)cc2)cs1 (centres undefined)	-40	-6	-0.6	-1	·	-5	4.4	40	2.8	-0.5
N#CC1=C(N)NC(SCC(=O)c2ccccc2)=C(C#N)C12CCCC2	3	-7	5.1	-2	·	4	-1.0	-3	3.5	-2.1
CC1CCCCC1NCc1cccc([N+](=O)[O-])c1 (centres undefined)	19	3	0.8	0	2	7	0.9	-19	1.0	-2.7
O=C(Nc1ccccc1NC(=O)c1csnn1)c1csnn1	-6	5	2.8	·	-1	·	1.9	6	0.4	0.2
CCOc1ncccc1C(=O)OCC(=O)Nc1ccc2c(c1)CCC2	-1	1	4.3	·	-5	0	-2.2	1	-0.6	-0.4
CC(C)CC(NC(=O)c1ccc(Cl)cc1)C(=O)OCC(=O)c1ccc2c(c1)NC(=O)CO2 (centres undefined)	-14	-5	-0.3	-2	·	-56	-2.1	14	-0.8	-4.2
COc1cccc(/C=C2\SC(=O)N(CC(=O)NC3CCS(=O)(=O)C3)C2=O)c1 (centres undefined)	-8	-5	0.0	-4	2	14	-0.9	8	5.0	-2.5
COc1ccc(-c2cc(N3C(=O)Nc4ccccc4N3O)n[nH]2)cc1OC	16	-1	0.7	3	0	5	-1.4	-16	1.0	0.0
CCC(Cc1ccccc1)NS(=O)(=O)c1c(C)nc2sccn2c1=O (centres undefined)	1	-2	2.3	-2	3	·	-0.3	-1	-0.5	-0.3
CN(C)Cc1c(C(C)(C)O)[nH]c2ccc(C(F)(F)F)cc12	27	-1	-1.4	-2	-1	5	1.1	-27	0.9	-0.7
COc1ccccc1NC(=O)CSc1nc2ccccc2cc1Cc1ccccc1	-7	-3	1.5	-4	-1	7	-1.3	7	5.5	-0.8
Cc1ccc(C(=O)Nc2cccc(C(=O)O)c2)cc1S(=O)(=O)N1CCOCC1	8	-5	1.9	-2	5	-16	-0.7	-8	0.1	-0.1
Cc1ccc(NC(=O)NC(=O)CN2CCCC2c2ccc3c(c2)OCCO3)cc1C (centres undefined)	4	9	0.5	-4	0	10	2.6	-4	1.8	-0.5
Cc1cccc(CSc2nnc([C@@H]3CCCN3C(=O)OC(C)(C)C)o2)c1	6	-1	3.1	·	-1	4	-2.9	-6	-1.1	-0.9
COCCN(C(=O)CNC(=O)c1cccs1)C(C(=O)NC1CCCC1)c1cccs1 (centres undefined)	4	1	0.9	-2	·	-7	-2.7	-4	-0.2	-1.3
COc1ccc(Cn2nnnc2C(c2cc3cc(C)ccc3[nH]c2=O)N2CCOCC2)cc1 (centres undefined)	32	-2	0.9	·	·	-2	0.0	-32	0.1	-2.6
N#Cc1c(-c2ccccc2)cc(C2CC2)nc1N	3	1	4.5	-2	2	-1	2.5	-3	1.1	-1.3
O=C(NCc1ccccc1F)C1CCCN1C(=O)Nc1ccc(F)cc1 (centres undefined)	18	-1	1.8	-2	1	-6	-4.6	-18	-0.2	-0.5
CCOC(=O)c1ccc(NC(=O)COc2ccc(S(=O)(=O)NC(C)C)cc2)cc1	-25	-1	3.1	0	9	-10	-1.1	25	3.1	-2.3
COc1ccc2cc(C(=O)NCc3ccccc3)c(=Nc3ccc(C(=O)O)cc3)oc2c1	3	-1	3.6	0	4	5	1.2	-3	3.9	-4.9
CCOc1cc(C(=O)OCC(=O)Nc2ccc(SC(F)F)cc2)cc(OCC)c1OCC	-12	6	3.9	-1	-1	5	3.5	12	-1.5	-2.7
O=C(C[C@@H]1C/C=C\C[C@@H](Cc2ccc(F)cc2)C(=O)OCCNC1=O)NCCO	32	1	2.5	-2	-1	-1	-0.2	-32	0.4	0.0
Cc1cc(C)n(-c2cc(N3CCOCC3)ncn2)n1	4	1	0.7	-6	-2	8	-1.1	-4	0.9	0.9
CCCc1nc2sc3c(c2c(=O)n1NC(=O)CCC(=O)O)CCCC3	-4	6	·	·	0	7	-0.2	4	3.3	-1.0

Given with two lines to a compound: entries from further up.
Values in the order – SR-BI DiI-HDL act, Tat transport, phage Ecoli inh, CAL PDZ FP-1, Wnt bcat act, MITF act, E coli growth, SR-BI DiI inh, AddAB inh, CAL PDZ FP-2
COCCN(C(=O)CNC(=O)c1cccs1)C(C(=O)NC1CCCC1)c1cccs1 (centres undefined)
    4, 1, 0.9, -2, ·, -7, -2.7, -4, -0.2, -1.3
COc1ccc(Cn2nnnc2C(c2cc3cc(C)ccc3[nH]c2=O)N2CCOCC2)cc1 (centres undefined)
    32, -2, 0.9, ·, ·, -2, 0.0, -32, 0.1, -2.6
N#Cc1c(-c2ccccc2)cc(C2CC2)nc1N
    3, 1, 4.5, -2, 2, -1, 2.5, -3, 1.1, -1.3
O=C(NCc1ccccc1F)C1CCCN1C(=O)Nc1ccc(F)cc1 (centres undefined)
    18, -1, 1.8, -2, 1, -6, -4.6, -18, -0.2, -0.5
CCOC(=O)c1ccc(NC(=O)COc2ccc(S(=O)(=O)NC(C)C)cc2)cc1
    -25, -1, 3.1, 0, 9, -10, -1.1, 25, 3.1, -2.3
COc1ccc2cc(C(=O)NCc3ccccc3)c(=Nc3ccc(C(=O)O)cc3)oc2c1
    3, -1, 3.6, 0, 4, 5, 1.2, -3, 3.9, -4.9

(listing goes on)
SMILES	SR-BI DiI-HDL act	Tat transport	phage Ecoli inh	CAL PDZ FP-1	Wnt bcat act	MITF act	E coli growth	SR-BI DiI inh	AddAB inh	CAL PDZ FP-2
O=C(/C=C/c1ccc([N+](=O)[O-])cc1)Oc1ccc(/C=N/NC(=O)c2ccncc2)cc1	-9	-8	1.1	-4	2	0	-0.4	9	2.2	-1.2
CCN1CCN(C(=O)C2CCCN(c3ncnc4c3nc3n4CCCCC3)C2)CC1 (centres undefined)	3	-4	2.0	·	-1	-1	0.6	-3	2.3	1.2
O=C(CCS(=O)(=O)Cc1ccccc1F)NCc1ccccc1Cl	-5	0	2.6	-2	4	-7	-1.1	5	-0.1	-0.2
O=C(Oc1ccc(-c2cnc3ccccc3n2)cc1)c1ccc(Cl)c([N+](=O)[O-])c1	21	-15	0.4	0	·	77	-0.6	-21	2.9	-0.9
Cc1cc(C)c(C#N)c(SCC(=O)C2CC2)n1	·	·	1.9	·	0	·	0.8	·	1.1	·
CCc1ccccc1NC(=O)N[C@@H](C)C(=O)O	17	22	-0.4	-4	·	-15	0.1	-17	0.2	·
CC(/C=N\N1CCN(Cc2ccc(C)cc2)CC1)=C\c1ccccc1	-4	-1	2.1	-4	-4	-5	-0.4	4	-0.3	-0.8
CC1CCN(C(=O)c2ccc(N3CCOCC3)c([N+](=O)[O-])c2)CC1	-11	-1	3.1	0	-1	14	1.3	11	0.2	-0.1
CCN(CC)S(=O)(=O)c1ccc(N2CCCC2)c(NC(=O)Cc2cc(OC)c(OC)c(OC)c2)c1	3	-4	1.3	-6	0	0	-1.8	-3	-0.2	-0.3
CCOc1ccc(C(c2nnnn2C(C)(C)C)N2CCN(C(=O)c3ccco3)CC2)cc1 (centres undefined)	·	0	2.8	-2	0	·	-0.2	·	2.5	-3.1
CC1SCC(=O)N(CC(=O)NCc2ccccc2)C1=O (centres undefined)	10	-9	2.9	-5	·	-2	-0.4	-10	3.9	-2.6
CN1C(C(=O)NCc2cccc(Br)c2)CC2Cn3c(nc4cc(Cl)c(Cl)cc43)C21 (centres undefined)	13	10	1.4	-5	-5	-4	-2.7	-13	4.2	-0.9
O=C1[C@H]2[C@@H](c3ccc(F)cc3)N3C(=O)N(c4ccccc4)C(=O)[C@@]3(Cc3ccccc3)[C@H]2C(=O)N1C1CCCCC1	-7	0	5.8	0	-3	0	3.3	7	2.0	-0.4
COc1ccc(-c2ccccc2[C@H]2[C@@H]3C=CC[C@@H](C)[C@@H]3C(=O)N2Cc2ccccc2)cc1	-4	-3	3.0	-2	-2	-17	-0.2	4	-1.1	-0.8
COc1ccccc1NC(=S)NCCSc1ccc(C)cc1	-12	1	2.9	-3	-7	12	-0.4	12	-0.3	-2.7
Nc1cc(S(=O)(=O)Nc2ccc(Cl)cc2)ccc1N1CCOCC1	·	-4	1.1	-3	-1	0	0.0	·	4.6	-2.8
Cc1cc2nc(-c3ccc[nH]c3=O)[nH]c2cc1C	-1	1	1.7	-3	16	-36	0.9	1	1.6	-0.7
O=C(CN1CCN(C(=O)C2CC2)CC1)Nc1cc(C(F)(F)F)cc(C(F)(F)F)c1	-24	-3	1.2	-1	0	-6	0.2	24	0.9	-0.9
CCN(C(=O)Cn1c(=O)oc2ccccc21)c1cccc(C(F)(F)F)c1	·	-2	1.6	-2	·	8	-1.8	·	-0.7	-1.5
CCCn1ncc(CN2CCC(CO)(CC3CCCCO3)CC2)c1C (centres undefined)	9	3	3.8	-1	-10	4	-1.1	-9	1.1	-0.5
CCN(CCO)Cc1cc(=O)oc2cc3c(cc12)CCC3	8	6	-0.7	-2	-1	-5	-2.7	-8	-1.1	-0.7
[O-][n+]1c2c(nn1-c1ccc(Cl)c(Cl)c1)-c1nonc1CC2	-19	-7	5.3	-2	-13	-25	-3.7	19	-0.5	-1.6
O=C(Nc1ccc(CN2CCOCC2)cc1)c1ccc(N2CCCC2)c([N+](=O)[O-])c1	-63	-2	3.7	-1	-1	-10	2.6	63	4.9	-3.7
Nc1ccccc1C#Cc1ccccc1	11	1	3.1	-1	39*	133*	0.2	-11	6.0	-1.0
COC(=O)c1ccc(NC(=O)CCS(=O)(=O)c2ccc3c(c2)NC(=O)C(C)S3)cc1 (centres undefined)	8	-3	2.2	-4	1	-3	-1.3	-8	2.7	-2.3
Cc1cc(C)cc(NC(=O)CN2C(=O)NC(Cc3c[nH]c4ccccc34)C2=O)c1 (centres undefined)	-32	8	4.5	-9	0	3	0.7	32	-0.8	-1.8
